Source: PubChem (Broad Institute)
LGR2 antag: inhibitors of bursicon-induced LGR2 CRE-luciferase signal, primary screen, cell-based, HEK293, CRE-luciferase reporter, bursicon stimulation | Drosophila bursicon receptor LGR2 (rickets) | bursicon-stimulated, 4 h | inhibition, % at 9.99 µM | actives 0.35% (n = 380,000) | AID 720647, 2013;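 active = drop in luminescence signal, shown as inhibition above about 50% in the replicate tests, limit read from the data, passing the limit was not always enough; inconclusive = probably only some replicates passing the limit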;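 also: agonist challenge used bursicon conditioned medium at about half maximal strength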
PAX8 reporter: inhibitors of PAX8-driven TPO luciferase reporter, primary screen, RMG-I cells, single concentration | SteadyGlo, 24 h | inhibition, % at 12.6 µM | actives 1.2% (n = 360,000) | AID 652154, 2013;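 active = mean replicate inhibition at least 60% with every replicate also reaching 60%; inconclusive = only one of the two criteria is met; inactive = mean below 60% and not all replicates reaching 60%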;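 also: luciferase light reporting Pax8 driven TPO promoter activity; plate controls were median of neutral control wells for no effect and mitoxantrone controls for full effect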
PGC1a acetyl inh: inhibitors of PGC1a acetylation signal, primary screen, cell-based, U2OS, AlphaScreen, inhibitor mode | AlphaScreen anti-acetyl-lysine; with virally co-expressed GCN5 acetyltransferase | inhibition, % at 15.6 µM | actives 0.17% (n = 350,000) | AID 651687, 2012;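 active = every replicate shows inhibition of at least 40%; inconclusive = mean inhibition at least 40% but some replicate below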;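 also: 0% = neutral control wells and 100% = positive control wells; some results beyond the cut were filed as inactive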
miR122 inh: miR-122 Renilla sensor signal increase in Huh7, primary screen, miR-122 inhibitor project, cell-based, single point, plate reader | Huh7 miR-122 Renilla luciferase sensor, 48 h; neutral wells = 0, positive control = 100 | activation (reporter increase), % at 12.5 µM | actives 0.3% (n = 340,000) | AID 602342, 2012;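 active = mean replicate activation score at least 90 and every replicate individually at or above 90; inconclusive = only one of the two criteria met; inactive = neither criterion met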;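 also: higher luciferase means less miR-122 activity so hits act as miR-122 inhibitors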
Casp6 inh: human caspase-6 inhibitors, primary screen, biochemical, VEID-R110 fluorescence, single point, set 2; P55212; purified caspase-6, Z-VEID-R110 cleavage fluorescence; inhibition, % at 12.5 µM; actives 0.53% (n = 350,000); AID 686996, 2013;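 active = mean inhibition across replicates at least about 35%, with every replicate also reaching that limit, limit read from the data; inconclusive = only one of the two criteria met; inactive = neither criterion met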;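 also: 0% = median of neutral control wells and 100% = no fluorescence left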
Target sequence (P55212 24-179 limits assumed): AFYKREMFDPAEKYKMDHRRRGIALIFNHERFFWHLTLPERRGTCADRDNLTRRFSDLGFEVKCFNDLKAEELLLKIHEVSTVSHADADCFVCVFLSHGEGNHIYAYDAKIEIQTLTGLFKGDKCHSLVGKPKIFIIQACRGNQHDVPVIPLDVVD
Target sequence (P55212 194-293 limits assumed): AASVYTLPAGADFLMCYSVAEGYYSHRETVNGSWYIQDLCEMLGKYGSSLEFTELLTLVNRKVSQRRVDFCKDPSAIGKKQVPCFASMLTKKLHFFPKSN
FN deposition inh: inhibitors of fibronectin matrix deposition, primary screen, AH1F cells, Alexa488-fibronectin fluorescence, plate reader; AH1F fibroblasts, overnight; inhibition, % at 12.6 µM; actives 0.086% (n = 350,000);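 active = mean inhibition across replicates of 30% or more, regardless of how many single replicates reach that level; inconclusive = mean under 30% yet at least half of replicates reach 30%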;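 also: positive control wells lacked labelled fibronectin entirely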
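Material: AH1F fibroblasts assembling fluorescent fibronectin matrix; amount: 10000 AH1F cells/well; medium: DMEM, 2% serum; reagent: Alexa488-fibronectin, 24 nM final in well; dosing: single compound dose, delivered by pin transfer; incubation: 1 h adhesion, overnight exposure; detection: fluorescence after three HBSS washes, excitation 485 nm, emission 525 nm; measure: fibronectin deposition inhibition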
EWS-Fli block: EWS/Fli-driven NR0B1 reporter inhibitors, primary screen, A673 cells, NR0B1 luciferase, luminescence, MLPCN library; inhibition, % at 12.6 µM; viability-normalised; actives 0.67% (n = 350,000);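 active = mean inhibition of at least 50% after viability correction, with every replicate also passing that limit; inconclusive = mean reaches 50% but only one of two replicates passes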;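 also: firefly luciferase signal divided by Alamar Blue viability fluorescence both relative to DMSO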
Cneo AK release: Cryptococcus neoformans cell lysis inducers, primary screen, AK release luminescence, single concentration; C. neoformans lysis, adenylate kinase release luminescence, 4 h; normalised: neutral wells 0, clomiphene wells 100; lysis activity, % at 15 µM; actives 0.2% (n = 360,000);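 active = mean lysis activity across replicates of at least 80%, whatever share of replicates individually reach that level; inactive = mean lysis activity below 80%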
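Schedule: static 4 h at 37 °C with compound, 1 h detection; system: C. neoformans cells; benchmarks: Clomiphene as positive control; buffer or medium: fresh YPD medium; measure: luminescence rise reflecting yeast cell lysis; measured by: luminescent adenylate kinase detection reagent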
* = called active by the depositor; u = inconclusive; x = no result given; [ ] = dose if it differs, or a comment.

SMILES	LGR2 antag	PAX8 reporter	PGC1a acetyl inh	miR122 inh	Casp6 inh	FN deposition inh	EWS-Fli block	Cneo AK release
CCNC(=O)C1CCCN(C(=O)C(c2ccccc2)c2ccccc2)CC1 (configuration not stated)	-6	11	8	-1	3	1	-16	0
Cc1ccc(S(=O)(=O)N2CCCCC2)cc1NC(=O)CCCOc1ccccc1	4	1	1	2	1	-2	11	1
Cc1oc(-c2ccccc2F)nc1CS(=O)(=O)CC(=O)N1CCN(c2ccccc2)CC1	-29	30	x	x	-2	-4	11	-2
O=C(C[C@H]1CC[C@H]2[C@@H](COC[C@H](O)CN2Cc2cccc(Cl)c2)O1)Nc1nccs1	5	11	-24	-1[16.7 µM]	-1	-9	-4	115*
Cc1ccc(-c2ccc([C@H]3[C@@H](CO)N4C(=O)CN(C(=O)c5cccnc5)C[C@H]34)cc2)cc1	9	2	-7	x	-2	x	-4	x
CCCCN1C(=O)c2ccc(C(=O)Nc3ccc(C)c(S(=O)(=O)N(C)C)c3)cc2C1=O	u	x	-1	-2	x	-4	x	0
c1ccc(-c2ccc3c(n2)CCCN3Cc2ccccn2)cc1	-47	-164	x	x	1	6	-87	x
Cc1ccc2oc(=O)c(/C=C(\O)c3ccccc3)nc2c1	-33	-34	-6	x	-1	9	1	x
CC1(C)OC(=O)C(=Cc2ccc(-c3ccc(S(N)(=O)=O)cc3)o2)C(=O)O1	8	-26	20	-1	53*	0	15	-1
Cc1cn([C@H]2C[C@H](O)[C@@H](CCC(=O)NCc3ccc4c(c3)OCO4)O2)c(=O)[nH]c1=O	x	3	-3	6	6	-4	4	1
CC(C)C#Cc1ccc([C@@H]2[C@H](CO)N3C(=O)CN(C(=O)NC4CCCC4)C[C@@H]23)cc1	-5	-9	107*	x	2	1	-2	x
COC(=O)[C@@]1(Cc2ccc(F)cc2)[C@H]2c3cc(C(=O)N(C)C)n(CCSCCO)c3C[C@H]2CN1C(=O)c1ccccc1	-21	-1	x	x	5	-3	-2	x
CCCN(CCC)S(=O)(=O)c1ccc(NS(=O)(=O)c2ccc(F)cc2)cc1	x	x	-23	12	x	-7	x	3
C[C@@H]1CN([C@@H](C)CO)C(=O)Cc2cc(NC(=O)C3CCCCC3)ccc2O[C@H]1CN(C)C(=O)Nc1ccc(C(F)(F)F)cc1	-11	x	11	-3[16.7 µM]	-4	x	-1	-2
CNC[C@H]1Oc2c(NS(=O)(=O)c3ccc(Cl)cc3)cccc2C(=O)N([C@H](C)CO)C[C@H]1C	2	-22	5	-2[16.7 µM]	3	-4	-5	3
OC1CN=C2CCCc3c2n(c2ccc(Cl)cc32)C1 (configuration not stated)	x	x	0	-4	x	7	x	1
Cc1onc(-c2c(F)cccc2Cl)c1C(=O)Nc1cc2cc([N+](=O)[O-])ccc2oc1=O	10	3	x	x	2	-2	3	x
Cc1nc2c(sc3nc4c(cc32)COC(C)(C)C4)c(=O)n1Cc1ccccc1	-11	x	-1	0	x	x	x	0
C[C@@H]1CN([C@H](C)CO)C(=O)c2cc(NC(=O)Cc3ccccc3)ccc2O[C@H]1CN(C)C(=O)NC1CCCCC1	16	1	-4	-3[16.7 µM]	0	-6	0	-3
COc1ccc(C2CC(C)(c3ccc(OC)cc3)Nc3ccccc3N2)cc1 (configuration not stated)	x	-130	-1	9	0	-2	-54	-6
CC(NC(=O)COC(=O)CN1C(=O)C2CCCCC2C1=O)c1ccccc1 (configuration not stated)	27	-7	2	x	-4	3	5	-6
Cc1ccc(C)c(N2CC(C(=O)Nc3nccs3)CC2=O)c1 (configuration not stated)	4	5	-3	-5	1	4	7	-1
COc1cc(OC)cc(-c2nc3cc(C)ccc3o2)c1	x	-144	x	14	x	4	x	1
O=C1c2ccc([N+](=O)[O-])cc2C(=O)N1c1ccc([N+](=O)[O-])cn1	-13	-13	x	x	12	-6	8	x
CC1CCC(NC(=O)CCNC(=O)c2ccc(Br)cc2)CC1 (configuration not stated)	-30	-83	x	x	1	1	-90	-1
O=C(O)CC(NC(=O)c1cccc([N+](=O)[O-])c1)c1ccc2c(c1)OCO2 (configuration not stated)	10	0	x	x	1	11	-36	x
C=CCNC(=S)NNC(=O)c1ccc2c(c1)OCO2	1	x	x	3	-2	x	x	2
O=C1CCCN1CCCNC(=S)Nc1ccccc1Cl	-10	-1	-8	-5	-2	3	4	0
O=C(O)C(Cc1c[nH]c2ccccc12)NS(=O)(=O)c1ccc(Cl)cc1 (configuration not stated)	5	20	-3	x	-2	-13	9	-1
CC1CCCC(C)N1/N=C/C=C/c1ccccc1[N+](=O)[O-] (configuration not stated)	-9	-17	x	x	-4	0	-40	x
COc1ccc(NC2=C3CC(C)CC=C3N(c3ccc(OC)cc3)C2=O)cc1 (configuration not stated)	-10	-5	x	-2	-7	-14	-18	-2
CC1Cc2ccccc2N1CC(=O)Nc1ccc(Cl)c(S(=O)(=O)N(C)C)c1 (configuration not stated)	9	-2	-12	1	x	9	5	x
CCN(Cc1ccccc1)C(=O)COC(=O)Cc1c[nH]c2ccccc12	6	13	-3	-1	0	3	6	3
COc1cccc(N2CCN(C(=O)c3oc4ccccc4c3NC(=O)CCc3cc(OC)no3)CC2)c1	0	4	-7	u	-1	-3	x	1
Cc1ccc2nc(C)cc(C(=O)OCC(=O)Nc3cccnc3Cl)c2c1	2	14	8	x	2	x	8	x
Cc1ccccc1NC(=O)Cc1nc(COC(=O)c2ccccn2)cs1	16	1	x	x	-2	-1	1	-3
COc1ccc(-c2cc(C(=O)Nc3cc(Br)ccc3O)no2)cc1	-22	-29	5	x	-1	5	20	2
COc1ccc(NC(=O)CSc2nc(=O)n(CCN3CCOCC3)c3c2CCC3)cc1	-1	-21	-2	1	1	-13	-1	2
CCOC(=O)c1c(-c2ccc(C)cc2)csc1/N=C(\C)C1=C(O)c2ccccc2C1=O	x	7	2	9	1	-9	-39	-4
O=C(c1cc2sccc2n1Cc1ccc(F)cc1)N1CCCc2ccccc21	x	x	-25	6	x	-11	x	-2
CCc1nnc(NC(=O)c2ccc(COc3cccc(C)c3)o2)s1	-2	-7	-13	3	-1	0	3	19
C(=N\Nc1ncnc2ccccc12)/c1ccccc1	6	-83	25	1	0	-1	-97	-2
CCn1c(CNC(=O)c2cccc(C)c2)nnc1SCC(=O)Nc1nnc(C)s1	-9	12	3	-6	-1	4	8	-1
Cc1cc(C(=O)OCC(=O)NCc2cccs2)ccc1[N+](=O)[O-]	11	-9	12	-12	-1	-15	3	-2
Cc1ccccc1Cn1cnc2c(cnn2C(C)(C)C)c1=O	13	x	-10	-1	x	x	x	-5
O=C(C[C@@H]1C=C[C@@H](NC(=O)C2CCC2)[C@@H](CO)O1)NCc1ccncc1	4	-7	-9	x	-2	-9	3	-4
COc1ccc(/C=C2\SC(=O)N(CCC(=O)NC3CCS(=O)(=O)C3)C2=O)cc1 (configuration not stated)	-51	-163	7	-9	2	-7	-64	-2
COc1ccccc1CN1CCN(Cc2nc(-c3ccccc3)no2)CC1	13	-24	-9	x	1	-5	7	x
CC(Oc1ccc(Cl)cc1Cl)C(=O)NC(Cc1ccccc1)C(=O)O (configuration not stated)	5	-10	-1	10	-1	-1	-3	x
Cc1ccc(NC(=O)CSc2ccc(-c3ccc(-n4cccn4)cc3)nn2)c(C)c1	10	-1	2	x	-1	0	-8	0

Other entries:
SMILES	LGR2 antag	PAX8 reporter	PGC1a acetyl inh	miR122 inh	Casp6 inh	FN deposition inh	EWS-Fli block	Cneo AK release
O=C(COC(=O)c1cccs1)Nc1nc(-c2ccccc2)cs1	-13	39	-2	6	2	12	-28	8
CCNC(=O)Nc1ccc2c(c1)C(=O)N(C)[C@H]1CC[C@H](CC(=O)NC3CCCCC3)O[C@H]1CO2	7	0	1	-7[16.7 µM]	-3	-10	-4	-2
Fc1ccc(C2CCNCC2COc2ccc3c(c2)OCO3)cc1 (configuration not stated)	6	-21	x	x	-2	9	3	12
Cc1ccc(SCC(=O)Nc2ccc(N3CCN(C)CC3)c(F)c2)cc1	x	-81	-14	4	x	3	x	0
CC(C)NC(=O)Nc1ccc2c(c1)C(=O)N(C)[C@@H]1CC[C@H](CC(=O)NCc3ccc(F)cc3)O[C@@H]1CO2	-2	3	x	x	3	-10	2	-3
Cc1ccc(-n2c(C)c(C)c3c(NCCCO)ncnc32)cc1	-76	-87	x	8	2	x	-89	0
COCC(=O)N(C)C[C@H]1[C@H](c2ccc(-c3cccnc3)cc2)[C@@H](CO)N1C(C)=O	-2	4	10	-24[16.7 µM]	1	-2	4	0
CCCCN1C(N)=NC[C@@H]1CC1CCCCC1	-9	-8	x	x	2	2	0	1
COc1ccc(NC(=O)c2ccc(C(=O)c3cc(OC)ccc3OC)cc2)cc1	2	x	1	3	-3	x	6	-2
COC(=O)c1ccc(CSc2nc3c(cnn3-c3ccccc3)c(=O)[nH]2)o1	-10	x	x	-5	3	x	6	-1
CC(C)Oc1ccccc1-c1cc(C(=O)N/N=C/c2cccnc2)c2ccccc2n1	15	15	-3	-6	-3	x	x	-1
Cc1ccc(SCC(=O)N2CCCC2)cc1	x	x	3	2	x	-4	x	3
COc1ccc(NC(=O)C2CCCN2C(=O)NCc2ccccc2)cc1 (configuration not stated)	2	1	-9	-1	0	0	-7	x
CC(=O)C1=C(O)C(=O)N(c2ccc(Br)cn2)C1c1ccc(Br)cc1 (configuration not stated)	-81	-115	-5	2	7	5	26	2
CCN(CC)c1nc(NNC(=O)c2ccccc2)nc(N(CC)CC)n1	18	1	-10	x	-1	10	-5	-1
COC(=O)c1c(-c2ccccc2)oc2c1C(OCCO)CCC2 (configuration not stated)	5	-24	x	x	-1	x	-14	x
C[C@@H]1CN([C@@H](C)CO)C(=O)Cc2cc(NC(=O)Nc3cccc4ccccc34)ccc2O[C@@H]1CN(C)C(=O)Nc1cccc2ccccc12	1	18	-3	41[16.7 µM]	x	x	38	-8
C[C@H]1CCCCO[C@H](CN(C)CC2CC2)[C@@H](C)CN([C@@H](C)CO)C(=O)c2cc(NS(=O)(=O)c3ccccc3)ccc2O1	14	-13	9	x	-4	x	-2	x
